EPAC1 agonist – EPAC1 (human) agonism; O95398; EPAC1 agonist qHTS, biochemical assay; response scale: 100% = response to 6.5 mM cAMP; Potency, µM (top dose mostly 154 µM), for inactives: top-dose activation, usual class: activators; actives 0.073% (n = 360,000); AID 720707; also: potency is read from the fitted curve at half-maximal effect; nearly all actives have a fitted effect of over 60% in size
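Nucleotide exchange assay: 100 nM EPAC1 with 250 nM Rap1B loaded with BODIPY-GDP and 50 uM GDP, room temperature. Fluorescence (480/540 nm) read every 5 min for 30 min; signal change normalized to 6.5 mM cAMP as full agonist.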
WRN inhibitor – WRN helicase (human) inhibition | Q14191 | WRN helicase unwinding, fluorescent forked duplex, kinetic | Potency, µM (series often up to 114 µM), for inactives: at the highest dose activity change, negative = inhibition, most hits filed as inhibitors | actives 0.46% (n = 360,000) | AID 651768; also: potency is read from the fitted curve at half-maximal effect; % is scaled to controls: 0 for no effect and ±100 for the full control effect; nearly all actives have a fitted effect of over 55% in size
Target sequence (Q14191 whole entry, looked up): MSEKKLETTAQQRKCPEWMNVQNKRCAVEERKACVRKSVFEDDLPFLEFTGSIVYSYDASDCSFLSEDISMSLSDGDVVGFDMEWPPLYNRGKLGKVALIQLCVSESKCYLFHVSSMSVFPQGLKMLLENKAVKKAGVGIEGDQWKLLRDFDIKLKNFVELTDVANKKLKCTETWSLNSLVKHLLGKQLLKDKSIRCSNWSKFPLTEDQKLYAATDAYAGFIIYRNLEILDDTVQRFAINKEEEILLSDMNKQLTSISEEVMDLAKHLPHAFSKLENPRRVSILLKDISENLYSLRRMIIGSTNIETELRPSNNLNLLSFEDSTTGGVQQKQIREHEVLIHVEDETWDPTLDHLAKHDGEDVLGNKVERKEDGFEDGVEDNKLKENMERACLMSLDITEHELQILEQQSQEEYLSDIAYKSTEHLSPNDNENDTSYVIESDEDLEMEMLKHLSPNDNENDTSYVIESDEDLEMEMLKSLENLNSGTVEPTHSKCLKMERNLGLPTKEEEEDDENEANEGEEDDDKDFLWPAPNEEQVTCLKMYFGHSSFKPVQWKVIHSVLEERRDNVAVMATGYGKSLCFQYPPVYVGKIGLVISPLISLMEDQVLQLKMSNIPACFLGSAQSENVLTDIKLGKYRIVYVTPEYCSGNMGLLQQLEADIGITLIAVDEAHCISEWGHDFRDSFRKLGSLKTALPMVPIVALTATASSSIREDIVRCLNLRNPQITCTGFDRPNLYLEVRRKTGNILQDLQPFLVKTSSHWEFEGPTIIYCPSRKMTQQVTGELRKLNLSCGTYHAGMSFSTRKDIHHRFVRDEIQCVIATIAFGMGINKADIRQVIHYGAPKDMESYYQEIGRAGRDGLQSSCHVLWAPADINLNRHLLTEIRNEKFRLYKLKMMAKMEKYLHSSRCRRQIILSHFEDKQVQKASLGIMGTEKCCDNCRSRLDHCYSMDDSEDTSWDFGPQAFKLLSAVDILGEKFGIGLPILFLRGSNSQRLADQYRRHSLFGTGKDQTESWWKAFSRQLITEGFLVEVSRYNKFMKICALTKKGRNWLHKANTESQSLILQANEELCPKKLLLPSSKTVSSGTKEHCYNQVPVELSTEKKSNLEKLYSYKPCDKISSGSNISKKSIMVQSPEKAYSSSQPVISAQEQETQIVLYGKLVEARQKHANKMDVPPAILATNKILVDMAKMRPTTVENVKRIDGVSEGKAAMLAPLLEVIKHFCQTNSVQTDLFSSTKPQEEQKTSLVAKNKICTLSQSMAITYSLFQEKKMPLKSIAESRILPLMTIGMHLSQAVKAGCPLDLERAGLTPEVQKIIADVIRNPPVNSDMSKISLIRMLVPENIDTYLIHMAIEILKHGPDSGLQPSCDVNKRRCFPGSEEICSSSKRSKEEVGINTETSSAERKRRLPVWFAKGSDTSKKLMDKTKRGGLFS
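Primary qHTS, 1536-well format. 20 nM WRN + compound, 15 min RT; start with 100 nM forked fluorophore/quencher duplex, 2 mM ATP (final); kinetic read ex 525/em 598 nm.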
CCT modulator – modulators of cytosolic chaperonin (CCT/TRiC) activity. activity change, % (concentration not given with the values), hits read low. purified chaperonin ATPase assay, HTRF ADP detection, 30 min. actives 0.3% (n = 360,000); in the data active = activity change below about -30%; also: % is scaled to controls: 0 for no effect and ±100 for the full control effect
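TRiC at 40 or 20 nM final (batch-dependent) in 30 mM Tris pH 7.4, 100 mM KCl, 5 mM MgCl2, 1 mM DTT, with compound at single 76 uM and 10 uM ATP, 30 min at 37 deg C. ADP detected by HTRF Transcreener, 665/615 ratio.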
EPAC2 antagonist – antagonists of human EPAC2; EPAC2 GEF exchange of Rap1B-BODIPY-GDP, fluorescence; AID 720708; actives 0.18% (n = 360,000); Potency, µM (titrated, usually from 114 µM), inactives show at the top dose activity, negative = inhibition, hits mostly inhibitors; Q8WZA2; also: potency is read from the fitted curve at half-maximal effect; % is scaled to controls: 0 for no effect and ±100 for the full control effect; nearly all actives have a fitted effect of over 45% in size; many of its hits are not listed in these tables
PI5P4K alpha inh – PI5P4K alpha (human) kinase inhibition; P48426; PI5P4Kalpha enzyme, ADP-Glo luminescence, 60 min; hits give low values; max response, %; actives 1.2% (n = 330,000); active = max response of -50% or lower; inconclusive = between -30% and -50%; inactive = -30% or higher; also: value at the top dose of about 77 µM; % is scaled to controls: 0 for no effect and ±100 for the full control effect
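Reactions run in 0.038 M HEPES pH 7.4, 0.28 mM EGTA, 0.1% CHAPS and 5% DMSO, with PI5P4Kalpha, substrate, compound and 5 microM ATP final, one hour at room temperature. Readout is ADP-Glo luminescence.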
Mm-Cpn inhibitor – blocks the Methanococcus maripaludis chaperonin Mm-Cpn; purified Mm-Cpn ATPase, ADP Transcreener TR-FRET; Potency, µM (series often up to 76.9 µM), for the others: at the top dose activity, negative = inhibition, usual class: inhibitors; actives 0.031% (n = 330,000); also: potency is read from the fitted curve at half-maximal effect; % is scaled to controls: 0 for no effect and ±100 for the full control effect; nearly all actives have a fitted effect of over 80% in size
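25 nM Mm-CPN + cpd, 10 min 37°C; + 10 uM ATP, 30 min 37°C; buffer 30 mM Tris pH 7.4, 100 mM KCl, 5 mM MgCl2, 1 mM DTT; Transcreener ADP HTRF detection 30 min RT.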
PLK1 PBD inh – inhibitors of human PLK1 polo-box domain binding | Plk1 PBD binding of FITC phosphopeptide, fluorescence polarization | actives 2.8% (n = 360,000) | Potency, µM, inactives show max response, negative = inhibition, actives largely listed as inhibitors | P53350; also: potency is read from the fitted curve at half-maximal effect; series mostly up to about 57 µM; % is scaled to controls: 0 for no effect and ±100 for the full control effect; nearly all actives have a fitted effect of over 65% in size
EPAC1 antag – EPAC1 (human) antagonism | O95398 | EPAC1 GEF assay, Rap1b-BODIPY-GDP exchange fluorescence | Potency, µM (series often up to 115 µM), without a hit: at the top dose activity change, negative = inhibition, usual class: inhibitors | actives 0.14% (n = 360,000) | AID 720709;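 also: potency is read from the fitted curve at half-maximal effect; plate controls were vehicle for no effect and positive control for full effect; nearly all actives have a fitted effect of over 50% in size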
* = called active by the depositor; ? = inconclusive; / = not tested or not shown; [ ] = dose if it differs, or a comment. Unless noted, calls follow the shape of the dose curve; as a rule, active = well fitted curve in the direction sought with a large enough effect; inconclusive = small, poorly fitted or top-dose-only effect, or another doubt; inactive = no such curve, though single readings can be large; an effect the other way counts as inactive or inconclusive.

Values run as follows: EPAC1 agonist	WRN inhibitor	CCT modulator	EPAC2 antagonist	PI5P4K alpha inh	Mm-Cpn inhibitor	PLK1 PBD inh	EPAC1 antag
O=C(CN1CCN(S(=O)(=O)N2CCCCC2)CC1)Nc1ccc(Br)cc1
    -14%	1%	-0.1	8%	-4	-2%	-3%	-1%
CCOC(=O)c1ccc(NC2=CC(=O)C(=O)c3ccccc32)cc1
    0%	-26%[57.1 µM]	-4.0	-2%	-2	-1%	-27%	-10%
CCN(CC)CCN(Cc1cc2ccc(C)cc2[nH]c1=O)C(=S)Nc1ccccc1C(=O)OC
    -12%	0%	-0.4	-15%	19	-1%	-12%	-1%
Cc1[nH]ccc(=O)c1OC1OC(CO)C(O)C(O)C1O (stereo not drawn)
    14%	1%	-0.6	0%	-1	3%	-7%	3%
Cc1ccn2cc(-c3ccc(O)c(O)c3)nc2c1
    -3%	45µM*	-8.8	6%	-29	-8%	-6%	-25%
CC(=O)NC(Cc1ccccc1C)C(=O)NC1CCN(c2nnnn2-c2ccccc2)CC1 (stereo not drawn)
    7%	-1%	-0.4	0%	-2	-1%	-7%	-16%
CSc1nc(-c2ccc(Cl)cc2)nn1C(=O)c1ccco1
    2%	2%	0.8	0%	3	2%	-20%	8%
CN(c1ccccc1)S(=O)(=O)c1ccc(NC(=O)c2cccs2)cc1
    6%	0%[57.1 µM]	-2.9	-14%	-5	-1%	-15%	-21%
CN(CCOc1ccc(Cl)c(Cl)c1)Cc1ccccc1
    5%	-2%	0.2	-2%	-7	-3%	-4%	1%
O=c1ccc(/C=C/c2ccccc2)nn1Cc1ccc(F)cc1
    12%	-5%	1.2	-16%	1	0%	-2%	5%
CC1CN(c2ccc(NC(=S)NNCCC#N)cc2)CC(C)O1 (stereo not drawn)
    2%	-8%	-2.1	-2%	-3	-3%	-5%	-16%
CCCN(CCO)Cc1ccc(Cl)c(Cl)c1
    11%	3%	-2.0	-3%	/	-1%	-1%	-7%
C/C(=N\NC(=O)c1ccc(-c2ccccc2)cc1)c1ccco1
    12%	3%	0.8	-6%	-19	0%	-13%	0%
O=C1C=C(c2ccc(Cl)c(C(F)(F)F)c2)C[C@@H](c2ccc(F)cc2)C1
    -18%	-9%	-0.7	-21%	4	-1%	1%	-21%
Cc1ccc(C(O)c2ncc(-c3ccccc3Cl)[nH]2)cc1 (stereo not drawn)
    -10%	-3%	-12	4%	3	/	5%	1%
COC(=O)CN(n1cnnc1)S(=O)(=O)c1ccccc1Cl
    -4%	0%	-27	8%	-1	-2%	-19%	0%
Cc1cccc(NC(=S)N(CCCN2CCOCC2)Cc2ccco2)c1
    4%	3%	-0.7	7%	1	1%	-4%	5%
COc1ccccc1CCNC(=O)Cn1ccc2cc(S(=O)(=O)N3CCC(C)CC3)ccc21
    -5%	-9%	-0.2	-6%	4	-2%	3%	-9%
Cc1ccc(F)c(S(=O)(=O)NC(=O)C2(C)CCN2C(=O)Cc2ccc(C(C)(C)C)cc2)c1 (stereo not drawn)
    -20%	2%	-1.5	-12%	2	/	-9%	15%
CCCCCCN1C[C@H](n2cc(C3CC3)nn2)[C@@H](O)C[C@@H]1c1ccc(C)cc1
    -32%[inhibitor]	-9%	0.1	-24%	22	/	-3%	-11%

Additional structures.
Values run as follows: EPAC1 agonist	WRN inhibitor	CCT modulator	EPAC2 antagonist	PI5P4K alpha inh	Mm-Cpn inhibitor	PLK1 PBD inh	EPAC1 antag
Cc1ccc(CNc2ncnc(N)c2[N+](=O)[O-])cc1
    11%	-6%	1.7	-3%	9	1%	-8%	5%
COc1ccc(CC(=O)NCc2cccc(CNC(=O)Cc3ccc(OC)c(OC)c3)c2)cc1OC
    20%	-11%	1.1	4%	-1	-1%	-4%	3%
Nc1nccc(N2CCCCC2)n1
    -4%	-2%	-0.4	15%	1	/	-4%	7%
CCCNC(=O)COc1ccccc1[N+](=O)[O-]
    -8%	-4%	1.5	5%	-2	-1%	-4%	-8%
CC(C)C(=O)Nc1ccc(C(=O)Nc2nnc(C(C)C)s2)cc1
    -2%	2%	-2.6	-8%	3	2%	1%	-22%
Cc1[nH]c2ccc(F)cc2c1CCN(Cc1cccnc1)C(=S)Nc1ccccc1
    14%	-4%	-4.4	-9%	-2	-2%	-17%	-22%
O=S1(=O)CC(O)C(NCc2ccco2)C1 (stereo not drawn)
    3%	-5%	-2.4	-4%	0	0%	-4%	2%
S=C(NCc1ccco1)Nc1cccc(Cl)c1
    -6%	2%	1.9	11%	/	1%	-18%	2%
CCCc1nc2ccccc2c(=O)n1NC(=O)c1c(O)c2ccccc2[nH]c1=O
    4%	0%	0.6	-3%	/	4%	-5%	-12%
CCn1c(SCC(=O)c2ccc(C)cc2)nnc1-c1ccoc1C
    1%	-4%	0.7	6%	-5	0%	-7%	2%
COCCN(CC(=O)Nc1cccc(C)c1C)C(=O)c1ccc2ccccc2n1
    1%	1%	-1.5	4%	-5	0%	-9%	4%
S=C(NCCc1ccccc1)N1CCN(C(c2ccccc2)c2ccccc2)CC1
    -14%	-27%	-3.3	-15%	5	-1%	-8%	-16%
COc1ccc(-c2noc(CCCC(=O)Nc3ccc(C(N)=O)cc3)n2)cc1
    5%	-6%	-4.5	-3%	/	-1%	-4%	10%
CN1CCN(Cc2ccc(Sc3ccc(Cl)cc3)c([N+](=O)[O-])c2)CC1
    -7%	4%	-0.9	-9%	8	1%	-18%	8%
CC(=O)c1ccc(OCc2cc(C(=O)NC(C)Cc3ccccn3)no2)cc1 (stereo not drawn)
    0%	-1%[57.1 µM]	0.6	4%	2	1%	-3%	5%
CCOC(=O)Cc1nc2ccccc2n(CC#N)c1=O
    -1%	8%	0.0	13%	1	-2%	3%	6%
Cn1ccnc1SCC(=O)Nc1ccc(F)c([N+](=O)[O-])c1
    17%	-5%	-19	4%	-5	-1%	-3%	5%
O=C(CCC(=O)Nc1ccc(Cl)cc1)N/N=C/c1ccc2c(c1)OCO2
    -9%	-21%	0.3	9%	-3	?	1%	4%
CCCn1nc2cc(C(=O)NCc3ccc4c(c3)OCO4)ccc2c1OCC
    -13%	3%	-0.5	4%	-6	-2%	1%	-15%
CC(C)(C)c1ccc(S(=O)(=O)N2CCCCC2)cc1
    0%	3%	-0.1	-1%	30	0%	-5%	8%

(more compounds)
Values run as follows: EPAC1 agonist	WRN inhibitor	CCT modulator	EPAC2 antagonist	PI5P4K alpha inh	Mm-Cpn inhibitor	PLK1 PBD inh	EPAC1 antag
O=C(COC(=O)Cc1ccsc1)NCC1CCCCC1
    -3%	-3%	0.3	1%	-2	0%	-5%	2%
Cc1c(NC(=O)CN2c3cccc4cccc(c34)S2(=O)=O)c(=O)n(-c2ccccc2)n1C
    -4%	-5%	1.1	25%	-6	-2%	-1%	25%
O=C(CSCc1ccc(F)cc1)NCc1ccc2c(c1)OCO2
    -1%	-12%	5.3	0%	-22	0%	-14%	25%
COc1cc(/C=C/C(=O)OCC(=O)Nc2c(C)n(C)n(-c3ccccc3)c2=O)ccc1O
    5%	4%	-0.4	-11%	4	-1%	-2%	-17%
O=C(O)c1ccc(CN2CCOCC2)o1
    3%	-1%	2.6	11%	0	-2%	-7%	4%
O=C(NCc1ccccc1F)c1ccc2ccccc2n1
    12%	-8%	-1.0	-14%	12	4%	-11%	7%
CCN1C(=O)CC(c2ccc(OC(C)C)cc2)C1=O (stereo not drawn)
    0%	-6%	0.0	0%	1	2%	-2%	-22%
CSc1ccc(CN(C)C(=O)CSCC(=O)Nc2ccc(C)cc2)cc1
    -3%	-8%	-0.8	-5%	7	1%	-3%	-20%
O=S(=O)(c1ccccc1)N1CCN(S(=O)(=O)N2CCCCC2)CC1
    8%	-4%	0.0	3%	/	1%	-7%	-9%
CCc1nnc(NC(=O)CSc2nnc(Cc3ccc(OC)cc3)o2)s1
    27%	-18%	-0.1	18%	/	0%	-9%	19%
CCOC(=O)CNC(=O)CSc1cc(C)nc2ccc(OC)cc12
    -9%	16%	-3.4	0%	-6	3%	-10%	-27%
CCCCn1c(CCC)nc([N+](=O)[O-])c1Sc1ccc(Cl)cn1
    0%	10%	-0.2	0%	/	2%	-22%	-22%
COc1ccc(N2CCN(CC(=O)NC(=O)NCc3ccco3)CC2)cc1
    -3%	-25%	-1.8	2%	-3	1%	0%	5%
O=C(Nc1ccc(S(=O)(=O)Nc2ccccn2)cc1)c1ccc(Cl)cc1Cl
    2%	-2%	-1.0	2%	0	-1%	-1%	6%
CNC(=S)N(Cc1cc2cc(C)cc(C)c2[nH]c1=O)C1CCCC1
    6%	3%	-1.5	1%	2	-2%	-15%	-4%
Cc1cc[n+]2c3c(cccc13)CCC2
    4%	-2%	-1.8	2%	/	-2%	13µM*	2%
CC1CN(c2ccc(NC(=O)c3ccco3)cc2C(=O)O)CC(C)O1 (stereo not drawn)
    -3%	13%	-0.6	3%	-2	0%	-1%	7%
COCCCNC(=O)c1ccc2c3c(onc13)-c1ccccc1C2=O
    79µM*	22µM*	1.1	39%[activator]	-7	-17%	5.3µM*	?
COc1ccc(S(=O)(=O)N2CCCCC2)cc1NC(=O)C1CC1(Cl)Cl (stereo not drawn)
    6%	9%	0.5	7%	-7	/	2%	-6%
O=C(CSc1nc(-c2cccs2)cc(C(F)(F)F)n1)Nc1cc(OCC(F)(F)C(F)F)cc([N+](=O)[O-])c1
    -18%	-15%	1.2	6%	5	1%	1%	5%

(further entries)
Values run as follows: EPAC1 agonist	WRN inhibitor	CCT modulator	EPAC2 antagonist	PI5P4K alpha inh	Mm-Cpn inhibitor	PLK1 PBD inh	EPAC1 antag
COc1cccc(C2C3=C(CCCC3=O)Nc3nc(-c4cc(OC)c(OC)c(OC)c4)nn32)c1 (stereo not drawn)
    -2%	6%	-0.4	6%	/	1%	1%	-4%
COC(=O)Cc1cc(=O)[nH]c(Nc2nc3ccccc3o2)n1
    9%	-23%	-4.2	-8%	-7	1%	-5%	-1%
CCCCCC(=O)Nc1cccc(C2=NOC3(C2)C[C@H](C(N)=O)N(C(=O)c2ccccc2)C3)c1 (stereo partly drawn)
    6%	-4%	3.5	0%	-21	0%	-5%	-11%
COC(=O)c1cc(/C=C/c2ccccc2)[nH]n1
    -10%	-3%	0.7	-15%	-6	1%	6%	-9%
CCCn1c(SCC(N)=O)nc2c(c1=O)C1(CCCC1)Cc1ccccc1-2
    10%	-10%	-4.0	-10%	0	-3%	-3%	-24%
COC(=O)C(OC(=O)c1ccc(OC)cc1)C(=O)OC
    9%	-3%	0.2	-7%	/	0%	0%	-9%

An excerpt (hit frequency here may not be typical).
